PfHsp40 rescue – rescue of yeast from PfHsp40 toxicity, primary screen, S. cerevisiae, ATP luminescence | S. cerevisiae expressing PfHsp40, growth rescue | growth rescue, % at 12.5 µM | 340,000 tested, 0.68% active | AID 504582, 2011; in the data active = growth rescue above about 28%, passing the limit was not always enough; inconclusive = no clear call, values can overlap the other calls;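 note: yeast W303a lacking pdr1 and pdr3 grown in galactose medium; growth measured after three days at 30 °C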
BoNT-F LC inh – BoNT/F light chain protease inhibitors, primary screen, biochemical, flow cytometry, MLPCN library; inhibition, % at 10 µM; Botulinum neurotoxin type F light chain protease (Clostridium botulinum); AID 588497, 2011; 360,000 tested, 0.22% active; Multiplex microsphere protease cleavage assay; in the data active = inhibition above about 35%, passing the limit was not always enough; inconclusive = no clear call, values can overlap the other calls; note: plate controls were buffer without enzyme for full effect and enzyme alone for no effect
FadD28 FP inh – inhibitors of FadD28 bisubstrate probe binding, primary screen, biochemical, fluorescence polarization, single point; AID 588549, 2011; 360,000 tested, 0.22% active; inhibition, % at 12.5 µM; Mycobacterium tuberculosis FadD28 fatty-acid-AMP ligase; in the data active = inhibition above about 8.5%, passing the limit was not always enough; inconclusive = no clear call, values can overlap the other calls
UGM FP inh – M. tuberculosis UGM enzyme inhibitors, primary screen, biochemical, fluorescence polarization, single point. UDP-galactopyranose mutase (Mycobacterium tuberculosis (strain ATCC 25618 / H37Rv)), …. purified UGM, fluorescence polarization probe displacement. inhibition, % at 10 µM. 320,000 tested, 0.06% active; in the data active = inhibition above about 10%, passing the limit was not always enough; inconclusive = no clear call, values can overlap the other calls
Target sequence (P9WIQ1 whole entry, looked up): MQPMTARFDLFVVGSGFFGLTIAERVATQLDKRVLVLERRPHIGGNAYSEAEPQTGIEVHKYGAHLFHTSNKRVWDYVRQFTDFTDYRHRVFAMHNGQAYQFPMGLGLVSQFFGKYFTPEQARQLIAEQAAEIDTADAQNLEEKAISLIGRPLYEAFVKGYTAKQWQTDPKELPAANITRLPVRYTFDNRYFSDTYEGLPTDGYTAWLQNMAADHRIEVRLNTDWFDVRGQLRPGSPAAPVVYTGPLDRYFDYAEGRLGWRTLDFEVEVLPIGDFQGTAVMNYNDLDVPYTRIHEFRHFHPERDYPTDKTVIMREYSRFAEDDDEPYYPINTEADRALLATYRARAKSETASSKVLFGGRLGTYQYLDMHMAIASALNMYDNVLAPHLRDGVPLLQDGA
BioA inh – M. tuberculosis BioA enzyme inhibitors, primary screen, biochemical, plate reader, single point, HTS; AID 602481, 2012; inhibition, % at 9.99 µM; 7,8-diaminopelargonic acid synthase BioA (Mycobacterium tuberculosis); 360,000 tested, 0.096% active; purified M. tuberculosis BioA enzyme; in the data active = inhibition above about 40%; inconclusive = no clear call, values can overlap the other calls
GDH-TPI counter – GDH-TPI coupling enzyme inhibitors, primary screen, artefact control for M. tuberculosis FBA inhibitor project, biochemical, absorbance, full deck; inhibition, % at 4.8 µM; AID 588335, 2011; GDH-TPI coupled enzyme counterscreen, NADH absorbance; 360,000 tested, 1.2% active; in the data active = inhibition above about 30%;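 note: 0% = DMSO wells and 100% = wells lacking the enzyme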
Anthrax LF inh2 – Bacillus anthracis LF protease inhibitors, primary screen, biochemical, multiplex microsphere, MLPCN library; Lethal factor (Bacillus anthracis), P15917; multiplex microsphere protease cleavage assay; inhibition, % at 10 µM; 360,000 tested, 0.12% active; note: plate controls were buffer without enzyme for full effect and enzyme alone for no effect
FBA Mtb inh – Mtb FBA enzyme inhibitors, primary screen, biochemical, fluorescence, strain H37Rv | purified M. tuberculosis FBA, fluorescence read-out | inhibition, % at 1 µM | 360,000 tested, 2.3% active; in the data active = inhibition above about 27%;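 note: 0% = vehicle and 100% = reference inhibitor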
Target sequence (P9WQA3 whole entry, looked up): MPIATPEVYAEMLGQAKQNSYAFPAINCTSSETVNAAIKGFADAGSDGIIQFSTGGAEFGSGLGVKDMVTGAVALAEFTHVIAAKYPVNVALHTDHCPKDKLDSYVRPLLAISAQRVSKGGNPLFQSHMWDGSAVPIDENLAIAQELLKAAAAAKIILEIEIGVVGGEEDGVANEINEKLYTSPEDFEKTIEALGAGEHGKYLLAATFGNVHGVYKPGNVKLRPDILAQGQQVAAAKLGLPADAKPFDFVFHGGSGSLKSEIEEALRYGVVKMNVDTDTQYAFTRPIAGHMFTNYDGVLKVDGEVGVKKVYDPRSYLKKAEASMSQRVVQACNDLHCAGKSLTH
BoNT A protease – BoNT/A light chain protease inhibitors, primary screen, biochemical, flow cytometry, MLPCN library; inhibition, % at 10 µM; multiplex microsphere protease substrate cleavage; 360,000 tested, 0.17% active; Botulinum neurotoxin type A light chain protease (Clostridium botulinum A str. ATCC 3502); note: plate controls were buffer without enzyme for full effect and enzyme alone for no effect
The depositor's hits bear a star; ? = inconclusive; / = not tested or not shown; + = active, no number; & = joins results of further samples. Cut-off read from the data, not from the text of the source, unless noted: active = inhibition above about 30%; inconclusive = no clear call, values can overlap the other calls; inactive = below that.

SMILES	PfHsp40 rescue	BoNT-F LC inh	FadD28 FP inh	UGM FP inh	BioA inh	GDH-TPI counter	Anthrax LF inh2	FBA Mtb inh	BoNT A protease
CC1=NN(c2ccccc2)C(=O)/C1=C/C=C/c1ccccc1	-0.1	-4	-1.6	2.8	/	24	-3	-2	-0.4
O=C(NCC(=O)N(c1ccc(Cl)cc1)C(C(=O)NC1CCCC1)c1cccnc1)c1ccco1 (configuration not stated)	1.9	-28	0.9	-1.0	-2.5	5	-14	-1	-7.2
Cc1ccc(C(=O)NNC(=O)c2cccc(S(=O)(=O)N3CCOCC3)c2)cc1	-2.0	-6	-0.3	5.6	-1.3	2	3	1	0.3
Cc1ccccc1N1CCN(C2CCCN(C(=O)c3cc[n+]([O-])cc3)C2)CC1 (configuration not stated)	-0.2	-6	-1.5	0.6	0.6	-2	0	0	0.5
CN(C(=O)c1cccc(NC(=O)C2CCN(C(=O)OC(C)(C)C)CC2)c1)C1CCCCC1	1.3	-2	-1.7	-0.6	1.5	-1	-7	1	-0.3
C#Cc1ccc([C@H]2C=C(C(=O)O)O[C@@H](OCCCCO)C2)cc1	0.3	4	-2.4	1.4	0.8	8	-2	6	0.5
Cc1noc(C)c1COc1ccccc1C(=O)N1CCN(S(=O)(=O)c2cccc([N+](=O)[O-])c2)CC1	-1.9	0	-4.7	0.5	-1.6	-6	-6	-3	0.1
CCN1C(=O)[C@H]2[C@@H](c3ccc(-c4ccccc4)c(OC)c3)N[C@@](CC(C)C)(C(=O)OC)[C@H]2C1=O	2.1	-2	-1.4	-0.7	-1.6	18	-10	25	0.3
Cn1cccc1CNC1CCCCC1	-0.9	-8	-1.1	1.6	0.0	0	-2	5	-0.5
CCOC(=O)Cc1nn(Cc2ccc(Cl)cc2)c(=O)c2ccccc12	-0.4	-4	1.0	-2.1	-2.4	4	-2	-1	-0.1
CC(=O)c1ccc(OCCCC(=O)NCCc2ccccc2)cc1	0.9	-1	-3.4	-0.3	5.1	1	1	-1	-0.1
O=C(NNC(=O)c1ccccc1Cl)c1ccccc1Cl	-1.2	/	-2.6	-3.0	-1.4	-1	/	0	/
O=C1CCN(C(=O)Nc2ccccc2Cl)N1	0.6	-8	-2.3	-0.1	-0.3	2	-4	0	0.5
CCN(c1ccccc1)S(=O)(=O)c1cccc(C(=O)N(C)CCOc2ccccc2)c1	-0.1	-3	-0.2	0.6	-1.1	-6	1	0	-7.8
CCNC(=S)NNC(=S)NCc1ccccc1	-1.5	-1	-1.7	0.6	/	-5	0	-1	0.1
COc1cccc(-n2nnnc2SCC(=O)Nc2cccc(NC(C)=O)c2)c1	-1.1	-3	-4.3	1.1	0.0	-2	3	2	0.5
Fc1ccc(C(CCNCc2cccs2)c2ccco2)cc1 (configuration not stated)	0.0	?	-5.0	-1.4	/	-9	9	-2	3.2
CCC(CO)NC1=CC(=O)CCC1 (configuration not stated)	0.1	-2	0.0	0.0	/	4	-1	3	0.0
C=CCn1c(SCC(=O)N2CCCCC2)nnc1-c1ccncc1	-0.8	2	-2.3	-5.3	/	-12	-1	2	-0.2
Cc1ccnc(N2CCC(C(=O)Nc3cccc(C(F)(F)F)c3)CC2)n1	-0.5	-6	-1.0	-1.6	-2.0	11	-7	3	-0.4
CC1=C(C(=O)N2CCOCC2)CC(CC(=O)NC2CC2)C(=O)N1CCC1=CCCCC1 (configuration not stated)	/	-13	-3.5	/	1.6	/	1	-4	-0.8
O=C(CSc1n[nH]c(-c2cccs2)n1)N1CCCC1	-1.2	8	-0.6	-4.4	-0.4	2	2	4	?
COc1ccc(NC(=O)c2ccc3ccccc3c2)cc1NS(=O)(=O)c1ccc(F)cc1	0.0	-2	-1.5	1.4	/	-5	0	2	0.0
BrCC(Br)C1CCC(Br)C(Br)C1 (configuration not stated)	-2.0	-7	-1.3	0.8	-0.9	7	-5	0	-1.1
O=C(CN1C(=O)NC2(CCCc3ccccc32)C1=O)NCc1cccs1 (configuration not stated)	0.4	-3	-1.0	-0.3	3.4	4	-6	-1	0.0
CC(=O)O[C@H]1CC[C@H]2[C@@H]3CCc4cc(O)ccc4[C@H]3CC[C@]12C	0.1	-2	-2.2	1.0	0.6	4	-10	-2	-0.7
Nc1ccc(C(=O)NN2C(=O)[C@H](Cl)C2c2ccc(Cl)cc2)cc1 (some centres not stated)	-1.0	0	-3.4	/	/	15	2	2	0.2
C/C(=N/NC(=O)C1CCCC1)c1ccc(NC(=O)C(F)(F)F)cc1	-3.8	-4	-3.8	-0.9	-1.0&-0.1	5	1	1	-0.1
CCc1ccc2cc3c(cc2n1)C(=O)c1ccccc1-3	/	8	0.0	/	-6.7	/	-5	3	2.9
CCCCN(C(=O)c1cc2c(s1)CCCCC2)c1c(N)n(CCC)c(=O)[nH]c1=O	-1.4	-11	-1.8	1.2	0.0	3	2	4	-0.3
O=C1C2C3C=CC(CC3)C2C(=O)N1/N=C/c1c(O)ccc2ccccc12 (configuration not stated)	-1.3	-1	-1.7	1.5	/	12	-4	2	-0.8
CCC(C)NC(=O)Cn1nc(C(F)(F)F)c2c1CCCC2 (configuration not stated)	-1.1	2	-1.8	2.3	0.5	8	0	-6	0.4
Cc1cc(C)n(CC(O)COc2ccc(C(C)C)c(C)c2)n1 (configuration not stated)	2.3	6	-5.8	1.5	1.4	-7	-4	-1	-3.2
O=C(CSCc1ccc(Cl)cc1)Nc1ccc(S(=O)(=O)N2CCCCCC2)cc1	4.2	-14	-0.5	-0.5	-1.4	-6	-1	-3	-0.6
Cc1csc2ncc(C(=O)Nc3ccon3)c(=O)n12	0.6	1	-1.5	0.7	/	19	3	55*	2.3
COc1ccc(NC(C)=O)cc1NC(=O)CN1CCN(S(=O)(=O)c2ccc(C(C)C)cc2)CC1	0.0	-7	-0.3	-2.3	0.1	-1	-2	4	-0.5
CC(=O)Nc1ccc(S(=O)(=O)NCCC(=O)OCC(=O)NNC(=O)c2ccccc2)cc1	-1.3	-12	-1.1	0.8	/	-6	-1	1	-1.8
CCN1CC(C)C(O)(c2ccccc2)CC1C (configuration not stated)	-1.4	0	-3.0	-2.6	/	-1	7	5	0.0
CC1(C)CC(O)C(C)(C)N1O (configuration not stated)	-1.6	-33	-0.6	0.6	-0.5	10	-5	0	-2.3
COC(/C=C/Nc1ccc(OC)cc1)=C(C#N)C#N	1.7	2	-0.3	1.4	-2.6	6	2	-3	3.2
O=C(NCC(=O)N(c1ccccc1)C(C(=O)NC1CCCC1)c1ccncc1)c1cccs1 (configuration not stated)	0.3	-6	0.5	1.7	1.3	9	-1	1	-0.8
Cc1c(CCC(=O)NCCCN2CCCC2=O)c(=O)oc2c(C)c(O)ccc12	-0.8	-1	-2.4	0.8	0.3	15	3	+	0.1
CC(=O)c1nn(-c2ccc(Br)cc2)cc1C(=O)c1ccco1	0.7	-2	0.5	1.8	0.8	-2	-8	-2	-0.1
Cc1ccc(S(=O)(=O)N(CC(=O)NN=C2CCN(C)CC2)c2ccc(F)cc2)cc1	0.0	-2	-0.6	2.3	-1.7	-1	-1	0	-0.9
CCCn1nc(C(=O)NNC(=O)CSC(C)C(=O)Nc2cc(C)on2)c2ccccc2c1=O (configuration not stated)	0.2	-12	-0.5	-0.5	-1.7	6	-2	1	-3.3
O=C(Nc1ccc(C(=O)N2CCCCC2)cc1)C1CCC1	1.3	-2	-2.9	/	0.2	2	0	-1	-0.1
CCN(C(=O)C(C)Cl)c1ccccc1 (configuration not stated)	-2.0	-2	-5.8	-3.0	-1.0	-6	-3	0	-0.4
O=C(CN(C(=O)c1csnn1)c1ccc(Cl)cc1)NCCc1ccccc1	-0.1	10	-1.5	1.4	-1.0	-5	-3	-2	0.8
Cc1nc(N2CCN(S(=O)(=O)c3ccccc3)CC2)c2cc(-c3ccccc3)sc2n1	0.5	-2	-1.2	-0.8	-2.7	16	?	0	-0.1
Clc1ccc(-c2nnc3sc(Cc4cccs4)nn23)c(Cl)c1	0.3	-2	-6.4	-1.5	0.5	-3	2	-2	-0.6
Cc1ccc(C(=O)N2c3ccccc3OCC2C)cc1 (configuration not stated)	7.4	-8	/	-3.5	-1.3	6	-5	0	-4.7
COC(=O)C1=C(C(=O)OC)[C@@H]2N(Cc3ccccc3)c3ccccc3[C@@]23C[C@@H](CO)N(C(=O)NC2CCCC2)C3=N1	0.1	-5	-1.6	1.0	-2.3	-2	-4	-2	0.2
CC(C)(C)NC(=S)N/N=C/c1cc(Br)c(O)c(Br)c1	0.7	-1	2.1	0.2	/	29	-3	11	-0.3
COCCCNC(=O)C[C@H]1C[C@H](C(=O)N2CCCCC2)[C@@]2(CCc3ccccc3)c3[nH]c4ccc(Cl)cc4c3CCN2C1=O	-0.3	-8	-1.3	/	0.2	3	-3	-2	0.2
Cc1ccc(CNC(=O)Nc2cccc(C)c2)cc1	0.3	-6	-2.4	-2.6	/	-6	-3	2	0.2
COc1cccc(NC(=O)CSc2nnc(-c3cc(C)[nH]n3)n2N)c1	-1.3	8	0.2	-2.2	-2.6	16	1	6	1.5
CC(C)(C)OC(=O)C[C@@H]1C/C=C\C[C@H](CC(=O)N[C@@H](CO)Cc2ccccc2)C(=O)N[C@H](Cc2ccccc2)COC1=O	0.7	-10	1.5	-1.4	-1.2	5	1	3	-0.5
Cn1c(-c2ccc3c(c2)OCO3)cnc1NCc1ccccc1Cl	0.9	0	-2.8	-1.4	/	1	-2	-2	-0.3
CC(=O)Nc1ccccc1OCc1nnc(-c2ccc(Cl)cc2)o1	1.5	-9	-1.0	-1.1	-11	0	-1	0	-0.8
COC(=O)C1=C(C)N=C2SCCC(=O)N2C1c1cccs1 (configuration not stated)	0.9	-5	-0.9	2.5	-1.6	12	-5	3	-0.3
CCCc1[nH][nH]c(=O)c1C(c1ccccc1)C(C#N)C#N (configuration not stated)	0.2	-1	-4.3	2.5	0.1	-11	-1	-3	-0.4
C=CCn1c(C)cc(/C([O-])=C(/C(=S)Nc2ccc(OC(F)F)cc2)[n+]2ccc(N(C)C)cc2)c1C	1.1	-9	0.1	0.1	0.0	5	-6	0	0.2
CCOC(=O)C1CCN(Cc2c(F)cccc2Cl)CC1	-0.6	-6	-0.4	-0.1	/	12	0	1	-5.2

Full records, looked up by structure. Order of screens: PfHsp40 rescue, BoNT-F LC inh, FadD28 FP inh, UGM FP inh, BioA inh, GDH-TPI counter, Anthrax LF inh2, FBA Mtb inh, BoNT A protease
CC(C)(C)OC(=O)C[C@@H]1C/C=C\C[C@H](CC(=O)N[C@@H](CO)Cc2ccccc2)C(=O)N[C@H](Cc2ccccc2)COC1=O as listed: 0.7, -10, 1.5, -1.4, -1.2, 5, 1, 3, -0.5
COc1cccc(NC(=O)CSc2nnc(-c3cc(C)[nH]n3)n2N)c1 as listed: -1.3, 8, 0.2, -2.2, -2.6, 16, 1, 6, 1.5
Cc1ccc(CNC(=O)Nc2cccc(C)c2)cc1 as listed: 0.3, -6, -2.4, -2.6, /, -6, -3, 2, 0.2
CCOC(=O)C1CCN(Cc2c(F)cccc2Cl)CC1 as listed: -0.6, -6, -0.4, -0.1, /, 12, 0, 1, -5.2
COC(=O)C1=C(C)N=C2SCCC(=O)N2C1c1cccs1 (configuration not stated) as listed: 0.9, -5, -0.9, 2.5, -1.6, 12, -5, 3, -0.3
